# CHO-K1 Ca antag: counter-screen for M1 antagonists: effect in parental CHO-K1 cells | ATP-induced calcium, Fluo-8 fluorescence | hit rate 0.6% among 360,000 | inhibition, % at 3 µM;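 active = inhibition above a per-plate cutoff, the plate's mean sample inhibition plus 3 SD, cut at about 24% in these data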;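 also: 0% = DMSO plus EC80 ATP and 100% = DMSO alone without ATP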
# CHRM4 PAM: CHRM4 positive allosteric modulation. P08173. CHO-K1 hM4/Gqi5, Fluo-8 calcium fluorescence, ACh EC20; 0% = ACh EC20, 100% = maximal ACh. activation, % at 3 µM. hit rate 0.4% among 360,000. AID 624126;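 active = activation above its plate's cutoff, the mean activation of sample wells plus 3 SD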; also: some results filed as inactive read as strong as hits
# Target sequence (P08173 whole entry, looked up): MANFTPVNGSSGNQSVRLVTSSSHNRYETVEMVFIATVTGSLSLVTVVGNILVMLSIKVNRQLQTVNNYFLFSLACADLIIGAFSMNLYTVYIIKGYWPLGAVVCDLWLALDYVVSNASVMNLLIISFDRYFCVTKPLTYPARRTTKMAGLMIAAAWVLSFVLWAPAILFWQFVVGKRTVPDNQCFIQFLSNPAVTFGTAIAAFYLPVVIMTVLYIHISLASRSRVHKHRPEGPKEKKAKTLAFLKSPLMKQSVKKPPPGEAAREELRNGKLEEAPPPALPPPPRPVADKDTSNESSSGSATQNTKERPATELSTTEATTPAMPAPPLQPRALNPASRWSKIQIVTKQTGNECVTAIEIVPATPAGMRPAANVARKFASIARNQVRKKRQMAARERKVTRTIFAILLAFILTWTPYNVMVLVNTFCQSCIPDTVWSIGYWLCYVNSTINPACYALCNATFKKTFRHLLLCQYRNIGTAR
# CHRM5 PAM: positive allosteric modulators of human muscarinic M5 receptor | P08912 | CHO-K1 hM5, Fluo-8 calcium, ACh EC20 PAM; 0% = ACh EC20, 100% = ACh EC100 | activation, % at 3 µM | hit rate 0.3% among 360,000;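 active = activation above the run cutoff, the mean activation of all test compounds plus 3 SD, cut at about 18% in these data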
# Target sequence (P08912 whole entry, looked up): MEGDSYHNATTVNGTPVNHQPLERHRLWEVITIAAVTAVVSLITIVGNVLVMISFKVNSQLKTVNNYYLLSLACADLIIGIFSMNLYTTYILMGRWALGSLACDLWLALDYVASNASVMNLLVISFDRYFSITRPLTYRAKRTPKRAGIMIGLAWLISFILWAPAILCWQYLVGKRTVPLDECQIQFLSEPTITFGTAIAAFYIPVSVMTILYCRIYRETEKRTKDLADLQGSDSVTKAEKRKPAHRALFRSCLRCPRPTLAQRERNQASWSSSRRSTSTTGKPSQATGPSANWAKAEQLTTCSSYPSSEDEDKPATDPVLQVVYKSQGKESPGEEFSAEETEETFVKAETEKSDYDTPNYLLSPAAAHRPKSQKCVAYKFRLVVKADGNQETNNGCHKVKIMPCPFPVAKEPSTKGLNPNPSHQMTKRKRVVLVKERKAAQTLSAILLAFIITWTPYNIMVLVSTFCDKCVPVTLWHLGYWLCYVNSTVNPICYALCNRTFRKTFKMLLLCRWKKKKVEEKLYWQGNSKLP
#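 system = human M5 receptor in CHO-K1 cells | reagent = EC20 acetylcholine as agonist stimulus | compound dosing = single-point, 3 µM nominal | incubation = Fluo-8 loading 80 min at 37 °C plus 30 min room temperature | detection = Fluo-8 calcium dye fluorescence, kinetic read | benchmarks = low control EC20 acetylcholine (0%), high control EC100 acetylcholine (100%)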
# CHO-K1 Ca ag: M1 agonist counterscreen hit in parental CHO-K1 cells | activation, % at 3 µM | AID 602248 | Fluo-8 calcium fluorescence; scaled to maximal ATP response, vehicle zero | hit rate 0.48% among 360,000; in the data active = activation above about 15%;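 also: untransfected CHO-K1 host cells lacking M1 receptor as counterscreen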
# M4 ag: CHRM4 agonism in calcium assay; P08173; CHO-K1 hM4/Gqi5, Fluo-8 calcium fluorescence; vehicle 0%, full acetylcholine response 100%; activation, % at 3 µM; hit rate 0.14% among 360,000; AID 624127;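 active = activation above the run mean over all test wells plus 3 SD, cut at about 32% in these data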;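 also: peak over basal fluorescence ratio per well then scaled between controls; 0% = DMSO wells and 100% = acetylcholine at EC100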
# CHRM5 agonist: agonists of human muscarinic M5 receptor (CHRM5); P08912; CHO-K1 hM5 cells, Fluo-8 calcium fluorescence; 0% DMSO wells, 100% maximal acetylcholine response; activation, % at 3 µM; hit rate 0.19% among 360,000;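 active = activation above the run's mean over test compounds plus 3 SD, cut at about 23% in these data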;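 also: signal is peak over basal fluorescence ratio across the kinetic read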
# M5 antag: CHRM5 antagonism in calcium assay; CHO-hM5 cells, Fluo-8 calcium fluorescence, ACh EC80; inhibition, % at 3 µM; hit rate 0.59% among 360,000; P08912; AID 624040;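 active = inhibition above a per-plate cutoff, the mean of that plate's test compounds plus 3 SD, cut at about 27% in these data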;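 also: 0% = acetylcholine EC80 with DMSO and 100% = DMSO without agonist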
# CHRM4 antagonist: blocks acetylcholine activation of human M4 receptor; P08173; CHO-hM4 cells, ACh EC80, Fluo-8 calcium fluorescence; hit rate 0.73% among 360,000; inhibition, % at 3 µM; AID 624125;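 active = inhibition above its plate's cutoff, the mean inhibition of sample wells plus 3 SD, cut at about 27% in these data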;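 also: 0% = acetylcholine EC80 with DMSO and 100% = DMSO without agonist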
# M1 PAM parental: counter-screen for M1 PAMs: effect in parental CHO-K1 cells. ATP EC20, Fluo-8 calcium fluorescence; 0% at ATP EC20, 100% at ATP max. activation, % at 3 µM. hit rate 0.02% among 360,000. AID 602247;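 active = activation above the run cutoff, the mean activation of all test compounds plus 3 SD, cut at about 40% in these data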;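 also: peak over basal fluorescence ratio in a 140 s read after ATP addition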
# Numbers without * were called inactive.
mol,CHO-K1 Ca antag,CHRM4 PAM,CHRM5 PAM,CHO-K1 Ca ag,M4 ag,CHRM5 agonist,M5 antag,CHRM4 antagonist,M1 PAM parental
CC(C)(C)C1CCc2sc(-c3nnc(CCl)o3)cc2C1 (stereo unspecified),-17,7,10,-0.2,1,-4,5,-3,7
CC(NC(=O)C(=O)N/N=C/c1ccccc1)c1ccccc1 (stereo unspecified),-18,-6,0,-0.4,-1,1,5,-4,15
CCCCN1C2=NC(c3ccccc3)CN2c2ccccc21 (stereo unspecified),-8,-33,-12,3.7,11,-5,15,3,11
COc1ccc(Cl)cc1CNCCCSc1ncccn1,-8,-4,9,1.9,1,-11,4,6,19
CCOc1cc(/C=C\c2nc(O)c([N+](=O)[O-])c(=O)[nH]2)ccc1OC(C)CC (stereo unspecified),-14,1,1,1.0,0,-4,11,-2,17
CNC(=O)CN(c1cccc2ccccc12)S(C)(=O)=O,-5,-1,-5,0.4,1,-7,-8,-7,20
Cc1ccccc1OCC(=O)Nc1ccccc1-c1ccccc1NC(=O)COc1ccccc1C,-4,1,-5,0.0,0,-1,0,-6,22
CCNC(=O)Nn1c(C)nnc1C,3,11,2,-0.3,1,-1,-1,9,13
CN(CC(=O)Nc1ccccc1C(F)(F)F)C(=O)Cc1ccccc1F,-20,9,0,1.9,2,0,-2,-13,17
COc1ccc(C=O)cc1Cn1cnc2c(cnn2C)c1=O,-3,-3,4,0.9,1,-2,2,1,14
CC(OC(=O)[C@@H](NC(=O)c1ccco1)C(C)C)C(=O)Nc1ncc(Cl)cc1Cl (stereo partly specified),4,3,2,0.2,1,1,5,-1,12
S=c1[nH]nc([C@@H]2C[C@H]2c2ccccc2)n1-c1ccccc1,3,17,2,0.1,0,-2,0,-5,4
Fc1cccc(Cl)c1C1Nc2cccc3cccc(c23)N1,7,2,1,0.2,1,3,0,-2,-16
Cc1ccc(NC(=O)C(C)OC(=O)CCC2CCCCC2)cc1 (stereo unspecified),-2,9,5,-0.5,-2,-6,-1,-9,-12
COc1ccccc1NC(=O)/C(C#N)=C/c1ccncc1,-9,5,8,1.1,1,-1,-3,0,-1
Cc1ccc(C2(COC(=O)C(C)C)CO2)c(OC(=O)C(C)C)c1 (stereo unspecified),0,7,-2,-0.6,0,2,10,1,9
CCOC(=O)C1CCN(S(=O)(=O)c2c(C)[nH]c(C)c2C(=O)N2CCCC2)CC1,-21,-3,3,1.2,1,-3,10,-2,11
COc1ccc2oc(C(=O)NC(C)c3ccccn3)c(C)c2c1 (stereo unspecified),-14,6,11,0.9,1,-1,-2,-5,16
CCCn1c(N)c(N(CCOC)C(=O)CSc2c(Cl)cccc2Cl)c(=O)[nH]c1=O,0,3,2,-0.5,0,1,7,-4,-1
CNC(=O)NC(=O)C(OC(=O)Cc1cccc(C(F)(F)F)c1)c1ccccc1 (stereo unspecified),-10,-5,8,-0.5,-1,-3,12,0,5
COc1ccc(N2CCN(C(=O)c3ccc(CNS(=O)(=O)c4cc(C)ccc4C)cc3)CC2)cc1,1,-7,-11,8.9,14,-1,26,2,-12
O=C(CCN1C(=O)C2C3C=CC(C3)C2C1=O)N1CC(=O)N(CCc2ccccc2)C(=O)C1 (stereo unspecified),-4,0,-2,1.0,1,-2,-7,-8,6
COc1ccc(CNC(=O)/C=C/c2cc([N+](=O)[O-])ccc2OC(F)F)cc1OC,9,1,-2,0.5,3,1,4,6,-7
CSc1ncccc1C(=O)NCCc1ccccc1,-10,-6,-1,1.3,1,-8,15,7,6
Cc1ccc(S(=O)(=O)N2CCCCC2C(=O)N2CCN(c3ccccc3F)CC2)cc1 (stereo unspecified),-16,-4,0,0.3,3,2,0,-5,14
O=[N+]([O-])c1ccccc1S(=O)(=O)NCc1ccc(F)cc1,-8,8,11,1.4,2,-1,-7,-4,18
CC(C)CCNc1ncnc2c1cnn2Cc1ccccc1Cl,-7,-7,-7,1.0,2,-7,12,-6,13
COn1c(SCc2cccc(Cl)c2)nc2ccccc2c1=O,5,7,-5,0.4,-1,0,-5,0,8
Cc1ccc(SCC(=O)NCCN2C(=O)CSC2=O)c(C)c1,-5,2,-2,0.2,1,-9,-3,-11,6
COC(=O)c1cccc(C23CC4(C2)[C@H](CN(Cc2cccnc2)[C@@H]4c2ccccc2)C3c2ccccc2)c1 (stereo partly specified),-11,8,-7,0.7,1,1,7,-6,13
COc1ccc(S(=O)(=O)N2CCOCC2)cc1NC(=O)CSc1nnc2n1CCCCC2,-22,4,-5,0.4,0,1,15,-5,-1
COc1ccc(S(=O)(=O)N2Cc3ccccc3CC2C(=O)N2CCOCC2)cc1OC (stereo unspecified),-14,8,5,1.5,5,-3,-1,-7,21
Cn1c(NC(=O)CC(C)(C)C)cc(=O)n(C)c1=O,-2,5,-1,0.9,1,1,0,-3,21
CCOc1ccccc1N1CCN(Cc2ccc(Br)s2)CC1,13,3,-2,0.0,-3,-5,5,-7,0
Cc1cc(C)n(CCCN2C(=O)c3cccc4cccc(c34)C2=O)n1,5,2,-6,1.6,3,-1,9,2,17
CCOC(=O)C(C)Oc1ccc2c(C)cc(=O)oc2c1C(C)=O (stereo unspecified),-10,7,16,0.3,0,1,-15,4,-10
O=C(c1cccc(C(=O)N2CCC(O)(c3ccccc3)CC2)c1)N1CCC(O)(c2ccccc2)CC1,-15,2,8,1.1,1,-5,-5,-11,22
CCOC(=O)C1(C)CCCCCN1C(=O)c1ccc(OC)c(C(F)(F)F)c1 (stereo unspecified),-5,12,-5,1.1,1,0,5,-29,22
Cc1ccc(/C([O-])=C(/C(=S)NCc2ccc3c(c2)OCO3)[n+]2ccc(N(C)C)cc2)c(C)c1,-2,3,-1,-0.7,1,-17,-5,-6,15
CC1CCCC(C)N1C(=O)COC(=O)CNC(=O)c1ccc(Cl)cc1Cl (stereo unspecified),11,2,9,0.9,1,2,-1,1,5

# Reprinted from above, two compounds:
mol,CHO-K1 Ca antag,CHRM4 PAM,CHRM5 PAM,CHO-K1 Ca ag,M4 ag,CHRM5 agonist,M5 antag,CHRM4 antagonist,M1 PAM parental
CCOC(=O)C(C)Oc1ccc2c(C)cc(=O)oc2c1C(C)=O (stereo unspecified),-10,7,16,0.3,0,1,-15,4,-10
O=C(c1cccc(C(=O)N2CCC(O)(c3ccccc3)CC2)c1)N1CCC(O)(c2ccccc2)CC1,-15,2,8,1.1,1,-5,-5,-11,22

# Looked up above:
# Under M1 PAM parental, COc1ccc(S(=O)(=O)N2Cc3ccccc3CC2C(=O)N2CCOCC2)cc1OC (stereo unspecified) is entered as 21
# Under CHRM5 agonist, CCOc1ccccc1N1CCN(Cc2ccc(Br)s2)CC1 is entered as -5

# (more compounds)
mol,CHO-K1 Ca antag,CHRM4 PAM,CHRM5 PAM,CHO-K1 Ca ag,M4 ag,CHRM5 agonist,M5 antag,CHRM4 antagonist,M1 PAM parental
COC(=O)C1C2C=CC3(CN(C(C)C)C(=O)C13)O2 (stereo unspecified),-10,-5,0,-0.5,0,1,5,2,3
CCCCNc1nc2c(c(=O)n(C)c(=O)n2C)n1CCC,-6,0,-4,1.4,2,3,1,-9,2
CC1C=CCC2C(=O)N(c3cc(Cl)ccc3O)C(=O)C12 (stereo unspecified),-12,-15,-8,1.0,0,2,7,9,7
Cc1cc(=O)n2[nH]c(-c3ccccc3Cl)cc2n1,-1,2,0,0.1,0,-3,1,-4,16
CS(=O)(=O)c1ccc2nc(NC(NC(=O)c3ccco3)(C(F)(F)F)C(F)(F)F)sc2c1,-11,0,4,0.6,2,5,-11,14,16
O=P(O)(CCc1ccncc1)CN1CCCCC1,-6,12,-6,-0.1,1,4,8,-10,-6
C[C@@H](c1ccccc1)N1C[C@H](COCc2ccccc2)Oc2cc(N3CC[C@H](O)C3)ccc2S1(=O)=O,-8,-7,-2,1.1,3,0,2,3,18
Cc1ccc(N(C(=O)c2snc(C(N)=O)c2N)C(C(=O)NCc2ccccc2)c2ccncc2)c(C)c1 (stereo unspecified),-11,-5,2,-1.0,-1,-2,9,4,12
COc1cc(CN2CCC(n3nccc3NC(=O)c3ccc4c(c3)OCO4)CC2)ccc1O,-8,7,4,-0.2,1,-7,0,-4,7
Cc1cccc(Cc2nnc(CCC(=O)N(C)C3CCOC3)o2)c1 (stereo unspecified),5,5,0,0.7,1,0,-8,-2,3
S=c1[nH]nc(CCc2nc3ccccc3[nH]2)n1-c1ccccc1,3,-1,-2,4.4,1,-2,2,-2,4
CCCNC(=O)c1ccc(CNc2c(N3CCC(C(=O)OCC)CC3)c(=O)c2=O)cc1,2,-3,-2,0.2,0,-2,8,6,1
Cc1cccc2nc(-c3cccnc3)c(NCCC(C)C)n12,-14,7,1,1.2,0,-10,-3,-8,15
COc1ccc(CC(=O)Nn2c(-c3ccccc3)nc3ccccc3c2=O)cc1,2,6,-6,2.2,3,1,2,0,-8
CCOc1ccc(-c2c(C(=O)N/N=C/c3ccc(Cl)cc3)nnn2-c2nonc2N)cc1,0,3,8,1.3,8,6,3,-12,5
COc1ccc(-c2c(C(=O)O)c(-c3ccccc3)cn2C)cc1,4,-5,6,-0.1,1,4,0,13,6
Cc1occc1C(=O)NNC(=O)c1ccccc1C(=O)O,3,-11,-14,4.9,14,6,7,4,-2
COc1ccc(-c2c(NC(=O)c3ccco3)n(-c3ccc(C)cc3)nc(C)c2=O)cc1,-3,-3,7,0.0,0,3,1,7,8
CSc1nc(O)c(Cc2ccccc2)c(=O)[nH]1,-19,2,0,0.6,0,1,-1,-16,16
O=C(CCc1ccc(S(=O)(=O)NCc2ccccc2)cc1)NCc1cccnc1,-6,-7,1,0.2,1,-3,-1,-1,12
COc1ccc2c([N+](=O)[O-])c(Cl)[nH]c2c1,-12,-2,8,0.8,0,-3,2,6,19
COc1ccc(C(C)(O)c2nc(-c3ccccc3C)cs2)cc1 (stereo unspecified),-6,-2,0,1.5,2,0,-5,-9,16
COc1cc(/C=N/NC(=O)c2ccc(F)cc2)ccc1OC(=O)c1ccco1,2,0,0,0.4,2,-1,3,-3,-5
Cc1noc(C)c1C(=O)OCC(=O)NC(=O)NC12CC3CC(CC(C3)C1)C2,23,20,-4,-0.1,0,2,-4,-7,-9
O=c1cc(CN2CCOCC2)c2ccc(O)c(O)c2o1,-2,3,6,0.2,1,-1,6,0,-7
CSCCC(NC(=O)COc1ccccc1)C(=O)N1CCC(C(N)=O)CC1 (stereo unspecified),7,5,-7,0.1,0,5,7,4,-19
COc1ccc2c(c1)SC1=NCCS(=O)(=O)N12,-7,11,-6,0.2,1,0,-4,6,8
Cc1ccc(C(OCC(O)CNC(C)c2ccccc2)c2ccccc2)cc1 (stereo unspecified),-6,-4,0,2.8,6,4,13,2,-8
COc1cc(Cn2c3ccc(NC(=O)CCc4cccnc4)cc3c(=O)n2C)ccc1F,-4,-3,-2,0.2,1,2,5,3,8
CC(C)(C)c1ccc(C(=O)Nc2ccc(CN3CCS(=O)(=O)CC3)cc2)cc1,-3,-11,3,10,8,1,6,-6,10
CCCn1c(C)cc(/C=C(\C#N)C(=O)O)c1C,-9,4,1,0.1,0,-2,0,3,25
